Source: PubChem BioAssay
PfM18AAP inh = PfM18AAP inhibitors, malaria aminopeptidase, primary screen, biochemical, QFRET, recombinant enzyme | M18 aspartyl aminopeptidase (Plasmodium falciparum 3D7) | H-Glu-NHMec fluorogenic cleavage | inhibition, % at 7.35 µM | actives 1.2% (n = 290,000) | AID 1822, 2009;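 active means inhibition above the campaign mean inhibition over all tested compounds plus 3 SD, cut at about 28% in these data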;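 further: 0% = plate median of test compound wells and 100% = 2 mM ZnCl2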
IDE cell activ = human IDE activators in live cells, primary screen, fluorescence polarization, HEK cells, FAbeta-B substrate; FAbeta-B cleavage; 0% vehicle, 100% cell-free pure enzyme wells; Insulin-degrading enzyme (Homo sapiens), P14735; AID 493087, 2011; activation, % at 5.96 µM; actives 0.073% (n = 340,000);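 active means activation above the mean of all tested compounds plus 3 SD, set per screening campaign, cut at about 17% in these data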
pCIP destab = p/CIP-EGFP fusion destabilizers, primary screen, fluorescence, F442A cells; actives 0.01% (n = 290,000); Q05BA5; AID 1984, 2009; 16 h; decrease of EGFP signal, % at 10 µM;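 active means EGFP signal decrease of at least 30% at 10 µM or well 3 SD below plate mean, unless failing retest; inactive means the rest, including hits failing retest or dose response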; further: some compounds called inactive have numbers as strong as hits; many of its hits are not listed in these tables
HCV NS3 hel inh = inhibitors of HCV NS3 helicase, primary screen, biochemical, Cy5 molecular beacon fluorescence; AID 1800, 2009; Hepatitis C virus NS3 helicase; inhibition, % at 10.9 µM; actives 0.56% (n = 290,000); NS3 helicase DNA unwinding;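 active means inhibition above the mean of all tested compounds plus 3 SD, set per campaign, cut at about 35% in these data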;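 further: 0% = DMSO wells and 100% = thioflavine S control wells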
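System: NS3 helicase fragment of HCV / Schedule: 1 h at 25 °C / Control set: DMSO alone as 0% and 110 µM thioflavine S as 100% / Reagent: Cy5/quencher beacon DNA duplex and ATP to start / Technique: Cy5 fluorescence / Replication: singlicate / Evaluation: % inhibition of end-to-start signal ratio versus controls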
SUMO HTRF inh = inhibitors of in vitro SUMOylation cascade, primary screen, biochemical, HTRF, uHTS. SUMO-conjugating enzyme UBC9 (Homo sapiens), P63279. HTRF SUMOylation assay, SAE1/SAE2 + UBC9. inhibition, % at 35 µM. actives 0.36% (n = 290,000). AID 2006, 2009; in the data active means inhibition above about 50%, passing the limit was not always enough; further: strong numbers were not always called active
Target sequence (P63279 whole entry, looked up): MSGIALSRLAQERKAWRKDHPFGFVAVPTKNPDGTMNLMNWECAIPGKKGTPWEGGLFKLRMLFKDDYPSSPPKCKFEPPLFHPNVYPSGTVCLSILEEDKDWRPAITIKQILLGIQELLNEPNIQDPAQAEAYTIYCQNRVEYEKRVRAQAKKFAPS
IMP-1 inhibitor = IMP-1 metallo-beta-lactamase inhibitors, primary screen, biochemical, epi-absorbance readout, Pseudomonas aeruginosa enzyme; metallo-beta-lactamase IMP-1 (Pseudomonas aeruginosa); purified IMP-1, nitrocefin hydrolysis, epi-absorbance fluorescence; inhibition, % at 5.6 µM; actives 0.45% (n = 290,000);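 active means inhibition above the mean plus 3 SD of all compounds in the same screening run, cut at about 4.5% in these data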;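 further: 0% = IMP-1 with DMSO and 100% = DMSO wells lacking enzyme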
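system = purified recombinant IMP-1 beta-lactamase | amount = 0.2 nM IMP-1, as dispensed | medium = HEPES buffer pH 7.1 with ZnSO4 and Brij 35 | times = 25 °C, 15 min preincubation, 25 min reaction | detection = plate fluorescence quenching by hydrolysis product, ex 480/em 530 nm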
FID counter = compounds displacing fluorescent DNA intercalator, primary screen, artefact control for HCV NS3 helicase inhibitor project, biochemical, FID fluorescence; actives 0.17% (n = 290,000); inhibition, % at 7.9 µM; DNA fluorescent intercalator displacement; AID 1845, 2009; in the data active means inhibition above about 37%;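 further: 0% = vehicle and 100% = reference compound; higher means more ethidium bromide displaced from hairpin DNA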
IDE inh = human IDE inhibitors in live cells, primary screen, fluorescence polarization, HEK cells, FAbetaB substrate. Insulin-degrading enzyme (Homo sapiens), P14735. FAbetaB cleavage. inhibition, % at 5.59 µM. actives 0.41% (n = 320,000);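 active means percent inhibition above the average of all tested compounds plus 3 SD, set per screening campaign, cut at about 16% in these data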;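 further: IDE supplied by intact live HEK cells; FP after avidin binding of uncleaved biotin substrate so inhibition keeps polarization high; 0% = DMSO wells and 100% = 60 µM reference IDE inhibitor Ii1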
VIM-2 inhibitor = VIM-2 metallo-beta-lactamase inhibitors, primary screen, biochemical, epi-absorbance readout, Pseudomonas aeruginosa enzyme | inhibition, % at 5.6 µM | purified VIM-2, nitrocefin hydrolysis, epi-absorbance fluorescence | actives 0.89% (n = 290,000);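 active means inhibition above the mean of all tested compounds plus 3 SD, cutoff set per screening run, cut at about 7.5% in these data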;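 further: red hydrolysis product quenches plate fluorescence so inhibitors raise well fluorescence; 0% = enzyme with DMSO and 100% = DMSO without enzyme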
The depositor's hits bear a star.

For CCN(C(=O)C(C)N1C(=O)/C(=C/c2ccco2)SC1=S)C1CCS(=O)(=O)C1 (stereo not given) the results were PfM18AAP inh 43*, IDE cell activ 6, pCIP destab -7, HCV NS3 hel inh 22, SUMO HTRF inh 38, IMP-1 inhibitor 7.8*, FID counter -13, IDE inh 2 and VIM-2 inhibitor -1.6.
For COc1ccccc1N(CC(O)Cn1ccnc1C)S(=O)(=O)c1ccc(C)cc1 (stereo not given) the results were PfM18AAP inh 1, IDE cell activ 1, pCIP destab -8, HCV NS3 hel inh -34, SUMO HTRF inh 3, IMP-1 inhibitor -2.3, FID counter 9, IDE inh 0 and VIM-2 inhibitor -5.5.
Screening NC(=O)CSc1nc(-c2ccccc2)nc2c1CCCC2 returned PfM18AAP inh 0, IDE cell activ 7, pCIP destab -15, HCV NS3 hel inh 12, SUMO HTRF inh 23, IMP-1 inhibitor -4.3, FID counter 3, IDE inh 6 and VIM-2 inhibitor -7.3.
For CCOC(=O)c1ccc(NC(=O)NCCN2CCCCC2)cc1 the results were PfM18AAP inh 2, IDE cell activ 5, pCIP destab 0, HCV NS3 hel inh -3, SUMO HTRF inh -3, IMP-1 inhibitor -2.5, FID counter 6, IDE inh 3 and VIM-2 inhibitor -2.5.
Brc1ccc(-c2nnc3n2CCCCC3)cc1 was read as PfM18AAP inh -13, IDE cell activ -3, pCIP destab -2, HCV NS3 hel inh 7, SUMO HTRF inh 5, IMP-1 inhibitor -3.0, FID counter -8, IDE inh 6 and VIM-2 inhibitor -2.2.
For Cc1cnc(C(=O)N2CCCC(C(=O)c3ccc(C(F)(F)F)cc3)C2)cn1 (stereo not given) the results were PfM18AAP inh -13, IDE cell activ 2, pCIP destab -2, HCV NS3 hel inh -9, SUMO HTRF inh 7, IMP-1 inhibitor -1.6, FID counter -28, IDE inh 3 and VIM-2 inhibitor -0.5.
`Cn1c(=O)c2c(nc(CN3CCc4ccccc4C3)n2CCc2ccccc2)n(C)c1=O` gave PfM18AAP inh -13, HCV NS3 hel inh -10, IMP-1 inhibitor -0.7, FID counter 3 and VIM-2 inhibitor 2.2.
CCn1c(SCC(=O)OCc2ccccc2)nnc1-c1ccco1 was read as PfM18AAP inh 2, IDE cell activ 8, pCIP destab 1, HCV NS3 hel inh -1, SUMO HTRF inh 6, IMP-1 inhibitor -1.4, FID counter -16, IDE inh 2 and VIM-2 inhibitor -2.3.
NS(=O)(=O)c1ccc(CCN=Cc2ccccc2O)cc1 was read as PfM18AAP inh 1, IDE cell activ -3, pCIP destab -3, HCV NS3 hel inh -11, SUMO HTRF inh -3, IMP-1 inhibitor -3.7, FID counter -5, IDE inh -4 and VIM-2 inhibitor -1.9.
CCN(CC)c1ccc(/C=N/NS(=O)(=O)c2cccc([N+](=O)[O-])c2)cc1 was read as PfM18AAP inh -3, IDE cell activ -2, pCIP destab -3, HCV NS3 hel inh 0, SUMO HTRF inh 8, IMP-1 inhibitor -2.8, FID counter 4, IDE inh -2 and VIM-2 inhibitor -0.1.
Screening O=C(Nc1ccc(S(=O)(=O)NCc2cccnc2)cc1)c1ccco1 returned PfM18AAP inh 11, IDE cell activ -1, pCIP destab -25, HCV NS3 hel inh 9, SUMO HTRF inh 33, IMP-1 inhibitor -4.0, FID counter -4, IDE inh -2 and VIM-2 inhibitor -3.7.
For O=C(Cc1ccc([N+](=O)[O-])cc1)N1CCCc2ccccc21 the results were PfM18AAP inh 6, IDE cell activ 9, pCIP destab 1, HCV NS3 hel inh 5, SUMO HTRF inh 7, IMP-1 inhibitor -2.2, FID counter -9, IDE inh 4 and VIM-2 inhibitor -2.4.
Screening Cc1cc(C)nc(SCc2nnc(SCC(=O)OC3CCCCC3)o2)n1 returned PfM18AAP inh -9, IDE cell activ -2, pCIP destab 0, HCV NS3 hel inh -8, SUMO HTRF inh 4, IMP-1 inhibitor -2.1, FID counter -27, IDE inh 4 and VIM-2 inhibitor 0.2.
`CCc1cc(OCCOCCN(C)C)ccc1Cl` gave PfM18AAP inh -13, IDE cell activ -7, pCIP destab 5, HCV NS3 hel inh 0, SUMO HTRF inh -3, IMP-1 inhibitor -0.3, FID counter 13, IDE inh 3 and VIM-2 inhibitor -2.1.
For CCc1ccc2[nH]c(=O)c(CN(Cc3nnnn3C3CCCC3)C3CCCCC3)cc2c1 the results were PfM18AAP inh 4, IDE cell activ -1, pCIP destab -6, HCV NS3 hel inh -12, SUMO HTRF inh 34, IMP-1 inhibitor -2.7, FID counter -6, IDE inh -1 and VIM-2 inhibitor 0.4.
`COc1ccc(/C=N/NC(=O)c2ccccc2)cc1CN1CCN(c2ccc(F)cc2)CC1` gave PfM18AAP inh -13, IDE cell activ -1, pCIP destab 12, HCV NS3 hel inh 1, SUMO HTRF inh 2, IMP-1 inhibitor -1.4, FID counter 8, IDE inh 4 and VIM-2 inhibitor -1.3.
Cc1oc(-c2ccccc2F)nc1CS(=O)CC(=O)NC1CCCCC1 (stereo not given) was read as PfM18AAP inh -2, IDE cell activ 4, pCIP destab 4, HCV NS3 hel inh 5, SUMO HTRF inh 8, IMP-1 inhibitor -0.9, FID counter -30, IDE inh 1 and VIM-2 inhibitor -1.5.
For COc1ccc([N+](=O)[O-])cc1NC(=O)CCN1CCOCC1 the results were PfM18AAP inh 0, IDE cell activ 3, pCIP destab -7, HCV NS3 hel inh -12, SUMO HTRF inh 7, IMP-1 inhibitor -2.4, FID counter 6, IDE inh 7 and VIM-2 inhibitor -3.2.
`COc1ccc(C(=O)NC(=S)N2CCCCC2)cc1` gave PfM18AAP inh 6, IDE cell activ 0, pCIP destab -10, HCV NS3 hel inh 0, SUMO HTRF inh 2, IMP-1 inhibitor 0.1, FID counter -2, IDE inh 1 and VIM-2 inhibitor -0.4.
For COC(=O)c1sc(=S)n(Cc2ccccc2)c1C the results were PfM18AAP inh -8, IDE cell activ -3, pCIP destab -22, HCV NS3 hel inh 4, SUMO HTRF inh 1, IMP-1 inhibitor -2.8, FID counter -4, IDE inh -2 and VIM-2 inhibitor -3.2.
Screening O=C(OCc1cc2ccccc2[nH]c1=O)c1cccc([N+](=O)[O-])c1 returned PfM18AAP inh 4, IDE cell activ 4, pCIP destab 10, HCV NS3 hel inh -7, SUMO HTRF inh 0, IMP-1 inhibitor -3.0, FID counter 2, IDE inh -4 and VIM-2 inhibitor -1.2.
Screening Cc1cccc(N/N=C/c2ccc(O)c(O)c2O)c1 returned PfM18AAP inh 36*, IDE cell activ -4, pCIP destab 6, HCV NS3 hel inh 38*, SUMO HTRF inh 19, IMP-1 inhibitor 1.1, FID counter -6, IDE inh 2 and VIM-2 inhibitor 0.6.
O=C(c1ccccc1)N1CCN(C(=O)c2cc3ccccc3o2)CC1 was read as PfM18AAP inh -9, IDE cell activ 4, pCIP destab 19, HCV NS3 hel inh -3, SUMO HTRF inh 15, IMP-1 inhibitor -2.5, FID counter -20, IDE inh 2 and VIM-2 inhibitor -0.7.
Cc1ccc(NC(=O)C(=O)NC2CCCCC2)cc1 was read as PfM18AAP inh -7, IDE cell activ 1, pCIP destab -2, HCV NS3 hel inh -1, SUMO HTRF inh 9, IMP-1 inhibitor -2.2, FID counter 2, IDE inh 1 and VIM-2 inhibitor -3.7.
CCOC(=O)NC1(NCC(C)C)Oc2ccccc2O1 was read as PfM18AAP inh 66*, IDE cell activ 7, pCIP destab 11, HCV NS3 hel inh 16, SUMO HTRF inh -24, IMP-1 inhibitor -2.9, FID counter -3, IDE inh 3 and VIM-2 inhibitor -5.5.
For CCOC(=O)C1(CCc2ccccc2)CCN(C(=O)CCc2cnn(C)c2)CC1 the results were PfM18AAP inh -1, IDE cell activ 9, pCIP destab -2, HCV NS3 hel inh 8, SUMO HTRF inh 1, IMP-1 inhibitor -2.4, FID counter -33, IDE inh 4 and VIM-2 inhibitor -1.6.
`Cc1ccc2[nH]c3c(=O)n(Cc4ccncc4)cnc3c2c1` gave PfM18AAP inh 2, IDE cell activ -1, pCIP destab -5, HCV NS3 hel inh -1, SUMO HTRF inh 12, IMP-1 inhibitor -2.8, FID counter -8, IDE inh 9 and VIM-2 inhibitor 0.6.
`O=C(Cc1ccc([N+](=O)[O-])cc1)N1CCN(c2ccc([N+](=O)[O-])cc2)CC1` gave PfM18AAP inh -2, IDE cell activ 5, pCIP destab -76, HCV NS3 hel inh 2, SUMO HTRF inh 16, IMP-1 inhibitor -2.7, FID counter -2, IDE inh -8 and VIM-2 inhibitor -2.2.
`COc1cccc(N2C(=O)Nc3ccc(Br)cc3C2(O)C(=O)NCCCN(C)C)c1` (stereo not given) gave PfM18AAP inh -13, IDE cell activ 2, pCIP destab -2, HCV NS3 hel inh 8, SUMO HTRF inh 10, IMP-1 inhibitor -0.8, FID counter -4, IDE inh -1 and VIM-2 inhibitor 0.0.
Screening O=C(/C=C/c1ccc(Br)cc1)NCCCn1ccnc1 returned PfM18AAP inh 3, IDE cell activ 0, pCIP destab 21, HCV NS3 hel inh -8, SUMO HTRF inh -4, IMP-1 inhibitor 1.2, FID counter 2, IDE inh 1 and VIM-2 inhibitor 0.6.

Reprinted at random: 4 records from the list.
For COc1ccccc1N(CC(O)Cn1ccnc1C)S(=O)(=O)c1ccc(C)cc1 (stereo not given) the results were PfM18AAP inh 1, IDE cell activ 1, pCIP destab -8, HCV NS3 hel inh -34, SUMO HTRF inh 3, IMP-1 inhibitor -2.3, FID counter 9, IDE inh 0 and VIM-2 inhibitor -5.5.
CCN(CC)c1ccc(/C=N/NS(=O)(=O)c2cccc([N+](=O)[O-])c2)cc1 was read as PfM18AAP inh -3, IDE cell activ -2, pCIP destab -3, HCV NS3 hel inh 0, SUMO HTRF inh 8, IMP-1 inhibitor -2.8, FID counter 4, IDE inh -2 and VIM-2 inhibitor -0.1.
For CCN(C(=O)C(C)N1C(=O)/C(=C/c2ccco2)SC1=S)C1CCS(=O)(=O)C1 (stereo not given) the results were PfM18AAP inh 43*, IDE cell activ 6, pCIP destab -7, HCV NS3 hel inh 22, SUMO HTRF inh 38, IMP-1 inhibitor 7.8*, FID counter -13, IDE inh 2 and VIM-2 inhibitor -1.6.
CCOC(=O)NC1(NCC(C)C)Oc2ccccc2O1 was read as PfM18AAP inh 66*, IDE cell activ 7, pCIP destab 11, HCV NS3 hel inh 16, SUMO HTRF inh -24, IMP-1 inhibitor -2.9, FID counter -3, IDE inh 3 and VIM-2 inhibitor -5.5.
